# TROY signal inh: inhibitors of TROY-driven NF-kB signaling, primary screen, Q293 LMP1-TROYcd cells, NF-kB luciferase, uHTS; Q293 LMP1-TROYcd NF-kB luciferase reporter, 4 h; inhibition, % at 10 µM; actives 0.98% (n = 360,000); AID 1347056, 2019;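 active = compounds whose plate-normalised and pattern-corrected inhibition of the luciferase reporter signal at the single screening dose is 50% or more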
# HIF-2a inh: HIF-2a reporter inhibitors, primary screen, luminescence, 786-0 RCC cells; 786-0 RCC cells HIF-2a reporter, luciferase luminescence, overnight; inhibition, % at 18.8 µM; actives 0.72% (n = 360,000); AID 624352, 2012;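 active = inhibition of the luminescence signal of 40% or more relative to plate controls, in a single-dose primary screen at 18.75 µM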
# CF NFkB block: inhibitors of PAF-induced NF-kB signaling, primary screen, cell-based, GFP fluorescence, uHTS | KKLEB NF-kB-GFP reporter, GFP fluorescence overnight | inhibition, % at 5 µM | actives 0.86% (n = 360,000);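 active = at least 50% inhibition at 5 µM, scaled per plate between neutral and stimulator controls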;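 note: PAF is a Pseudomonas aeruginosa culture filtrate used as stimulus; plate controls were PAF-stimulated DMSO wells for no effect and unstimulated DMSO wells for full effect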
# KKLEB tox: cytotoxicity in KKLEB CF airway cells, primary screen, cytotoxicity control for CF NF-kB inhibitor project, cell-based, uHTS, fluorescence assay plates. activity change (cytotoxicity), % at 5 µM. KKLEB CF airway cells viability, ATPlite luminescence, overnight; active compounds read low; cells stimulated with P. aeruginosa culture filtrate. actives 0.36% (n = 360,000);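 active = corrected activity change at or below -50% at 5 µM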
# MITF TRPM1 inh: inhibitors of MITF-dependent TRPM1 promoter reporter, primary screen, cell-based, SK-MEL-5, single point, luciferase; SK-MEL-5 TRPM1 promoter luciferase, 24 h; inhibition, % at 12.5 µM; actives 0.83% (n = 330,000); AID 488899, 2010;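 active = mean inhibition across replicates of 60% or more, whatever share of single replicates reaches that level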; note: values of inactives mirror those of a sister screen read the other way
# Shn3 3UTR inh: reduction of Shn3 3'UTR firefly luciferase signal, primary screen, Schnurri-3 inhibitor project, cell-based, Clone20 osteoblasts, set 2 | Clone20 osteoblast Shn3 3'UTR firefly luciferase, 24 h | inhibition, % at 12.5 µM | actives 0.52% (n = 360,000);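 active = mean inhibition of at least 75% with every replicate also reaching 75%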;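 note: 0% = median of neutral control wells and 100% = pilot-screen positive control compound; some compounds past the cut are filed as inactive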
# NR2E3 ag-1: inhibitors of NR2E3-RetCOR corepressor binding, primary screen, NR2E3 agonist project, biochemical, TR-FRET, GST-NR2E3, biotin-RetCOR | Photoreceptor-specific nuclear receptor (Homo sapiens), Q9Y5X4 | 1536-well | inhibition of corepressor binding, % at 4.78 µM | actives 0.12% (n = 320,000) | AID 2300, 2010;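 active = percent inhibition above the cutoff of mean plus 3 SD of all tested compounds, set per screening campaign, cut at about 20% in these data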;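 note: 0% = DMSO wells and 100% = biotin wells as full block of FRET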
# Target sequence (Q9Y5X4 whole entry, looked up): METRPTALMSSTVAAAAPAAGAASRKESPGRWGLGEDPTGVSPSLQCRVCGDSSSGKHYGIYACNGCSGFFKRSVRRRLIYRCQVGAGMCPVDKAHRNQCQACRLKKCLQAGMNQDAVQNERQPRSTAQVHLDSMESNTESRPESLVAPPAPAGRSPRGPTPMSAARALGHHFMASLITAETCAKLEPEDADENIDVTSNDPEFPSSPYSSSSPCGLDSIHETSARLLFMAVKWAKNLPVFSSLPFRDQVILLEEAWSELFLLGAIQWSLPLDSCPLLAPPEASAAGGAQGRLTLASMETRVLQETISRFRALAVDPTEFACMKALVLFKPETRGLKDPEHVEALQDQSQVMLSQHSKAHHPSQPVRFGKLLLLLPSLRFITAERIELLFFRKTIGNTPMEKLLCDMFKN
#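 System: GST-tagged NR2E3 plus biotinylated RetCOR corepressor; Buffer or medium: pH 7.5 Tris-based buffer; Probe or stimulus: RetCOR corepressor, biotinylated, 7 nM; Doses: compound at 4.8 µM, single dose; Schedule: 5 h incubation at 4 °C; Technique: time-resolved FRET; Evaluation: percent inhibition of TR-FRET ratio; Replication: one well per compound, singlicate testing.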
# NR2E3 ag-2: NR2E3 agonists in two-hybrid cells, primary screen, cell-based, luminescence, CHO-S, Gal4-NCOR/VP16-NR2E3 | luciferase | inhibition of corepressor binding, % at 3.98 µM | actives 0.35% (n = 360,000) | AID 602229, 2012;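 active = inhibition above the mean of all tested compounds plus 3 SD, cut at about 70% in these data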;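 note: 0% = DMSO with NR2E3 transfected cells and 100% = cells lacking NR2E3 construct; higher means lower luciferase signal from less NR2E3 corepressor binding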
# C8 TRAIL sens: viability loss with TRAIL in NB7+C8 cells, primary screen, TRAIL sensitizer project, cell-based, ATPlite luminescence | inhibition (viability loss, TRAIL sensitization), % at 10 µM | actives 1% (n = 360,000);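 active = compounds causing at least 50% loss of cell viability in the single-dose screen, relative to plate controls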
# TWEAK Fn14 block: inhibitors of TWEAK-Fn14 signaling, primary screen, luciferase reporter cells, uHTS. actives 2% (n = 360,000). inhibition, % at 10 µM. TWEAK-stimulated Fn14 reporter cells, luciferase luminescence, 8 h. AID 1159606, 2016; in the data active = inhibition above about 50%
# Peg3 prom inh: Peg3 promoter-driven luciferase inhibitors, primary screen, cell-based, HeLa, luciferase luminescence; HeLa PEG-Prom luciferase reporter, overnight; AID 588405, 2011; actives 1.7% (n = 360,000); inhibition, % at 20 µM;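 active = inhibition of at least 50% at 20 µM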
# Active calls of the source: *; x = no result given. This is a subset, so the mix of outcomes need not match the whole.
1: COc1ccc(NCc2ccccc2[N+](=O)[O-])cc1OC
2: COC(=O)[C@@]12CCCN1[C@H](c1ccc(-c3ccc(OC)cc3)cc1)[C@@H]1C(=O)N(C)C(=O)[C@@H]12
3: Cc1nc2ccccc2n1CC(=O)NC1CCCCCC1
4: Cc1cc(C)cc(NC(=O)C2CCCN(c3ncccn3)C2)c1 (stereo not drawn)
5: CCOC(=O)c1c(CSC(=N)N)n(-c2ccccc2)c2cc(Br)c(OC(C)=O)cc12
6: CC1CCCN(S(=O)(=O)c2ccc(S(=O)(=O)N3CCC4(CC3)OCCO4)cc2)C1 (stereo not drawn)
7: C=C(C)c1cccc(C(C)(C)NC(=O)NCC2COCCO2)c1 (stereo not drawn)
8: CCc1c(Nc2ccccc2Cl)nc(N)[nH]c1=O

entry no.	1	2	3	4	5	6	7	8
Peg3 prom inh	-21	-13	5	29	31	-18	12	-26
NR2E3 ag-1	3	-1	-1	4	-2	0	3	x
Shn3 3UTR inh	-1	84	45	7	-55	-9	11	-1
CF NFkB block	8	5	6	6	16	15	-19	2
KKLEB tox	3	9	6	-5	15	0	8	2
MITF TRPM1 inh	1	0	-1	16	x	9	-5	-4
HIF-2a inh	12	0	12	12	6	-1	1	-10
TWEAK Fn14 block	-9	2	-6	5	-103	-5	16	37
TROY signal inh	-2	2	8	-26	21	9	-11	-9
C8 TRAIL sens	-2	3	-5	4	6	2	10	-7
NR2E3 ag-2	-14	-10	11	-5	-27	2	-2	-9

9: COc1ccc(NC(=O)c2ccc(N3CCCC3=O)cc2)cc1Cl
10: O=C1CCc2cc(NS(=O)(=O)c3cc(F)ccc3F)cc3c2N1CC3
11: CNS(=O)(=O)c1ccc(NC(=O)c2cnn3c(C(F)F)cc(-c4ccccc4)nc23)cc1
12: C[C@H](CO)N1C[C@H](C)[C@@H](CN(C)C(=O)c2ccc3c(c2)OCO3)Oc2cc(/C=C/c3ccccc3)ccc2S1(=O)=O
13: CC(C)N(CCn1c(SCC(=O)Nc2cccnc2Cl)nc2ccccc2c1=O)C(C)C
14: O=C(O)/C(=C\c1cn(-c2ccccc2)nc1-c1cccnc1)NC(=O)c1ccccc1
15: COc1ccc(-c2nn(-c3ccccc3)cc2/C=N/NC(=O)c2cccc(S(=O)(=O)Nc3ccccc3OC)c2)cc1
16: N#Cc1cc(N)ccc1Sc1ccc(Cl)cc1

entry no.	9	10	11	12	13	14	15	16
Peg3 prom inh	-87	-6	37	62*	-3	-5	-87	14
NR2E3 ag-1	x	-3	-1	x	-3	1	-1	3
Shn3 3UTR inh	-41	25	-1	13	11	-3	-9	-1
CF NFkB block	-16	-12	31	7	6	-4	-13	16
KKLEB tox	5	8	-46	8	-6	4	1	-17
MITF TRPM1 inh	-25	-7	1	x	-3	4	-28	-5
HIF-2a inh	-164	5	23	-8	3	17	-51	-12
TWEAK Fn14 block	-24	5	-51	-15	-7	-2	4	7
TROY signal inh	-14	1	5	3	4	2	-25	-1
C8 TRAIL sens	10	-16	-7	10	-2	1	34	-9
NR2E3 ag-2	-24	35	11	-49	10	7	-6	-28

17: Cc1ccc(NC(=O)C2CCCN(C(=O)c3ccc(Cl)cc3)C2)cc1 (stereo not drawn)
18: CC(=O)Nc1nc(-c2ccc(Cl)cc2)ns1
19: O=C(COC(=O)c1ccc[nH]c1=O)Nc1ccc(S(=O)(=O)N2CCCC2)cc1
20: CC(=O)c1c(C)[nH]c(C(=O)N2CCN(c3ccccn3)CC2)c1C
21: O=C1c2ccccc2NC(c2ccc3c(c2)OCO3)N1O (stereo not drawn)
22: Cc1ccc(OCC(=O)NCCNC(=O)c2ccc(C)nc2)cc1
23: COc1ccc(COc2cc(-c3cccc(OC)c3)nc3ccc(NC(=O)c4ccccc4)cc23)cc1
24: COCCn1c(SCC(=O)Nc2ncc(Cl)c(C)c2Cl)nc2ccccc21

entry no.	17	18	19	20	21	22	23	24
Peg3 prom inh	-65	-222	18	23	-114	6	33	-3
NR2E3 ag-1	2	-2	-2	1	2	2	-5	0
Shn3 3UTR inh	13	-15	-1	14	-26	19	8	9
CF NFkB block	18	10	6	4	-9	-4	23	12
KKLEB tox	-4	3	-17	9	5	11	-30	-2
MITF TRPM1 inh	-7	-50	5	6	-18	x	8	-10
HIF-2a inh	-95	-254	59*	17	-185	8	3	0
TWEAK Fn14 block	-4	2	10	16	0	-1	-32	-22
TROY signal inh	-34	-50	56*	-31	-63	-12	11	-4
C8 TRAIL sens	3	11	-7	-2	4	-22	19	8
NR2E3 ag-2	-15	-132	-22	7	-67	3	-44	-21

# From no. 4 as far as 9, as listed above:
4: Cc1cc(C)cc(NC(=O)C2CCCN(c3ncccn3)C2)c1 (stereo not drawn)
5: CCOC(=O)c1c(CSC(=N)N)n(-c2ccccc2)c2cc(Br)c(OC(C)=O)cc12
6: CC1CCCN(S(=O)(=O)c2ccc(S(=O)(=O)N3CCC4(CC3)OCCO4)cc2)C1 (stereo not drawn)
7: C=C(C)c1cccc(C(C)(C)NC(=O)NCC2COCCO2)c1 (stereo not drawn)
8: CCc1c(Nc2ccccc2Cl)nc(N)[nH]c1=O
9: COc1ccc(NC(=O)c2ccc(N3CCCC3=O)cc2)cc1Cl

entry no.	4	5	6	7	8	9
Peg3 prom inh	29	31	-18	12	-26	-87
NR2E3 ag-1	4	-2	0	3	x	x
Shn3 3UTR inh	7	-55	-9	11	-1	-41
CF NFkB block	6	16	15	-19	2	-16
KKLEB tox	-5	15	0	8	2	5
MITF TRPM1 inh	16	x	9	-5	-4	-25
HIF-2a inh	12	6	-1	1	-10	-164
TWEAK Fn14 block	5	-103	-5	16	37	-24
TROY signal inh	-26	21	9	-11	-9	-14
C8 TRAIL sens	4	6	2	10	-7	10
NR2E3 ag-2	-5	-27	2	-2	-9	-24

# Remaining list, next part.
25: O=C(Nc1nc2cc3c(cc2s1)OCO3)c1cccc(N2C(=O)CCC2=O)c1
26: CCNC(=O)COc1ccc(F)cc1C(=O)c1cnn(-c2ccccc2)c1
27: CC1CCN(c2ccc(NC(=O)c3cccnc3Cl)cc2)CC1
28: Cc1ccsc1C(=O)N1CCc2ccccc2C1
29: COC(=O)c1c(N2C(=O)Nc3ccccc3N2O)sc(C)c1C
30: COc1ccc(/C=N/NC(=O)c2nnn(-c3nonc3N)c2-c2cccc(OC)c2)cc1
31: CCOC(=O)Cc1csc(SCc2nc3sc4c(c3c(=O)[nH]2)CCC4)n1
32: CC(C)(O)C#Cc1ccc(N2C(c3ccsc3)=Cc3ccc(F)cc3C2c2c[nH]c3ccc(C#N)cc23)cc1 (stereo not drawn)

entry no.	25	26	27	28	29	30	31	32
Peg3 prom inh	-61	-16	-83	-83	6	5	-9	x
NR2E3 ag-1	-1	2	1	3	6	-2	0	x
Shn3 3UTR inh	-22	8	-48	-7	-4	23	8	x
CF NFkB block	-8	7	-29	18	1	-13	20	x
KKLEB tox	7	-5	18	-16	5	-8	0	x
MITF TRPM1 inh	-22	15	-17	-30	4	-7	-1	x
HIF-2a inh	-120	-15	-140	-90	17	11	15	-31
TWEAK Fn14 block	10	13	-11	-6	12	-10	1	-14
TROY signal inh	-27	6	-35	-81	2	-3	x	-11
C8 TRAIL sens	56*	6	6	-4	1	-20	1	-7
NR2E3 ag-2	-46	23	-41	-13	-5	-39	7	-16

33: CSc1ccccc1NC(=O)COC(=O)c1c[nH]c(=O)[nH]c1=O
34: CCOc1cc(CNn2cnnc2SCC(=O)NC(C)(C)C)ccc1OCC(=O)NC(C)(C)C
35: O=C(O)c1ccc(CNC(=O)c2ccccc2NC(=O)c2cccc([N+](=O)[O-])c2)cc1
36: O=C(N/N=C/c1cccnc1)c1cc(-c2cccs2)nc2ccccc12
37: CN(C)c1nc(N(C)C)nc(N2CC(CCl)OC2=N)n1 (stereo not drawn)
38: Cc1ccc(NC(=O)CSc2nsc(SCC(=O)Nc3ccc(C)cc3C)c2C#N)c(C)c1
39: CCOC(=O)N1CCN(C(=O)c2ccc3nc(N4CCC(C)CC4)sc3c2)CC1
40: CCOc1ccc(Cc2n[nH]c(=S)n2N)cc1

entry no.	33	34	35	36	37	38	39	40
Peg3 prom inh	-3	18	-20	-6	3	77*	-107	-4
NR2E3 ag-1	-4	-2	1	-1	-1	3	3	-1
Shn3 3UTR inh	0	-2	-5	-24	3	34	2	-20
CF NFkB block	0	0	23	-6	0	-2	-1	-8
KKLEB tox	-3	-2	-8	-12	-16	-8	-8	-11
MITF TRPM1 inh	-3	17	1	-9	6	21	-12	-9
HIF-2a inh	13	19	2	-11	15	2	-61	12
TWEAK Fn14 block	8	-9	-10	-11	4	-45	-15	-16
TROY signal inh	-1	-19	-15	-1	-7	7	-40	10
C8 TRAIL sens	0	1	5	-3	-2	6	-4	-2
NR2E3 ag-2	-5	-4	8	-32	14	-11	-33	3

41: CC(=O)NC1c2ccccc2C(=O)N1Cc1ccccc1 (stereo not drawn)
42: COc1cc(S(=O)(=O)N2CCOCC2)c(OC)c(S(=O)(=O)N2CCOCC2)c1
43: COc1c2ccoc2c(OC)c2oc(=O)ccc12
44: COc1ccccc1/C=C/C=N/n1c(-c2ccc(C)cc2)n[nH]c1=S
45: C[C@@H]1CN([C@@H](C)CO)C(=O)CCCn2nncc2CO[C@H]1CN(C)S(=O)(=O)c1ccc2ccccc2c1
46: O=C(NCCCn1ccnc1)C(F)(F)C(F)(F)C(=O)NCCCn1ccnc1
47: CC1=Nn2c(nc(-c3ccccc3)c2-c2ccccc2)NC(=O)C1Br (stereo not drawn)

entry no.	41	42	43	44	45	46	47
Peg3 prom inh	19	4	-9	15	11	6	13
NR2E3 ag-1	0	0	0	-10	x	1	2
Shn3 3UTR inh	8	17	-3	8	-2	10	14
CF NFkB block	2	9	-40	-1	5	6	-13
KKLEB tox	-4	0	4	4	-1	-21	6
MITF TRPM1 inh	8	-8	-4	9	x	-9	-3
HIF-2a inh	18	8	-3	-3	-11	17	7
TWEAK Fn14 block	-22	22	7	-6	3	-5	2
TROY signal inh	27	30	-3	-12	-27	10	-1
C8 TRAIL sens	-11	0	7	-2	-9	-11	-8
NR2E3 ag-2	-8	11	-34	-49	4	-4	-17

# Bioassay records (PubChem)
